Screening data as filed in PubChem.
MrgX1 antagonist: blocks BAM8-22 activation of human MrgX1 receptor | B-score at 10 µM | Q96LB2 | AID 588676 | MRGX1-HEK293 calcium flux, Fluo-4, BAM8-22 antagonism; active compounds read low | 310,000 compounds, 1.3% hits;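 active = calcium-response B-score plate-corrected more than 3 library SD below zero, starting fluorescence within 5 deviations, no agonist response on first addition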;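 note: peak minus trough fluorescence over baseline after final BAM8-22 challenge near maximal dose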
TRPC4 inh: blocks the mouse TRPC4 cation channel; 300,000 compounds, 0.39% hits; HEK293 TRPC4beta/mu-opioid, DAMGO-evoked Fluo4 calcium flux; active compounds read low; AID 2247; B-score at 10 µM;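 active = B-score over 3 SD under the library average, no early fluorescence shift, positive overall ratio signal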
Target sequence (Q9QUQ5 whole entry, looked up): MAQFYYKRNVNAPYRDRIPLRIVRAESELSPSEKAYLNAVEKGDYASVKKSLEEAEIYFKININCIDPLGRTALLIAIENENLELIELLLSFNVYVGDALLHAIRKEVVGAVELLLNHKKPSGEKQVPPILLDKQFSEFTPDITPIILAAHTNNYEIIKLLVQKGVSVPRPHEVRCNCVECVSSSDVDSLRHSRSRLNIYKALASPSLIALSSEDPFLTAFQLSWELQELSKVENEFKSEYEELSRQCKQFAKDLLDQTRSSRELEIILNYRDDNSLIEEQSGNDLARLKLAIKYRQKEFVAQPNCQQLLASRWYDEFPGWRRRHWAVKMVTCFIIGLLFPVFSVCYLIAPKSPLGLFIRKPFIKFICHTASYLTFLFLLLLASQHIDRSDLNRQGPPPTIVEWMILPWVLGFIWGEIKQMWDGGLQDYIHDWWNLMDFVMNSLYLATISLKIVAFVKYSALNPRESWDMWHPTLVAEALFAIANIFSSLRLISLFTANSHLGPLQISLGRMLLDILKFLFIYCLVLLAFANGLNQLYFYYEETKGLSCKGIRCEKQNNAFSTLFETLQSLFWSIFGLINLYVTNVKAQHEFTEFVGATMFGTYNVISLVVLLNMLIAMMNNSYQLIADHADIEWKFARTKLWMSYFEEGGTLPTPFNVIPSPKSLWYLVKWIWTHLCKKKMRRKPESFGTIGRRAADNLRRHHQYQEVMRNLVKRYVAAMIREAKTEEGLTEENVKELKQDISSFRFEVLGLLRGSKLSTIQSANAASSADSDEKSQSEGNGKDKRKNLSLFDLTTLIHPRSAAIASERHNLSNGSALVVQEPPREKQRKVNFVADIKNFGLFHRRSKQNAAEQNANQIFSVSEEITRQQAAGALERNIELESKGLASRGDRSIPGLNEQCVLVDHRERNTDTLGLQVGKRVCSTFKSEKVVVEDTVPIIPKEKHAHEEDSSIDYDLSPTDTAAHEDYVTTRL
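material = TRPC4beta/mu-opioid receptor HEK293 cell line | probe or stimulus = sequential submaximal and maximal DAMGO stimulation | compound dosing = one concentration per compound | measured by = Fluo4 Ca2+ flux fluorescence | evaluation = integrated fluorescence ratio relative to baseline, converted to per-well B score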
Platelet DG rel: platelet dense granule release activity | human platelet-rich plasma, SFLLRN dense granule ATP release, luminescence | inhibition, %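 (compounds screened at 7.5 µM in platelet-rich plasma)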 | 300,000 compounds, 0.22% hits;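 active = mean replicate score, as percent of positive control, at or above 50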
RGS4 pot: RGS4 potentiation or activation; HEK293 M3R/inducible RGS4, carbachol calcium flux Fluo4; active compounds read low; B-score at 10 µM; 310,000 compounds, 0.92% hits;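 active = B-score of the integrated calcium signal more than 4 SD below the library mean, with starting fluorescence not abnormally high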;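 note: negative B-score means reduced calcium response which marks RGS4 activation or potentiation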
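Reagent: ECmax carbachol challenge; Test system: M3R-expressing HEK293 line, RGS4 induced by doxycycline; Schedule: overnight RGS4 induction, 30 min dye load 37 °C, 20 min compound RT; Detection: calcium dye Fluo4 fluorescence; Read-out: Agonist-evoked peak-minus-minimum fluorescence over baseline, integrated ratio, B score.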
RGS4 inh: inhibitors of human RGS4. B-score at 10 µM. P49798. 310,000 compounds, 0.45% hits. HEK293 M3R/RGS4 inducible, Fluo-4 calcium flux; active compounds read high; triggered by carbachol at its EC20;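 active = B-score, a plate-corrected calcium signal, over three deviations above library mean, with baseline fluorescence within five deviations of library mean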;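 note: RGS4 expression induced by doxycycline in cells with stable M3 receptor; B-score is computed from the integrated fluorescence ratio over baseline after carbachol; higher B-score means a larger calcium signal and so more RGS4 inhibition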
TRPC6 inh: mouse TRPC6 channel inhibition; HEK293-TRPC6, membrane potential dye, ACh-evoked depolarization; active compounds read low; B-score at 10 µM; 310,000 compounds, 1.1% hits; AID 2553;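 active = B-score under library mean minus 3 SD, initial fluorescence not abnormally high, positive integrated signal ratio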;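 note: B-score derived from integrated fluorescence ratio over the kinetic read; more negative B-score means stronger inhibition of depolarization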
SKKanGAS inh: blocks kanamycin growth of S. pyogenes SKKanGAS strain | 300,000 compounds, 1.3% hits | AID 1662 | inhibition, % at 7.5 µM | BacTiter-Glo, 6 h;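 active = mean replicate score, as percent of positive control median, at least 50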;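 note: strain carries kanamycin resistance gene driven by streptokinase promoter and grows in 40 µg/ml kanamycin; loss of luminescence reflects streptokinase promoter inhibition or plain growth inhibition; 0% = median of DMSO wells and 100% = positive control at its reference dose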
TRPC6 activator: activates the mouse TRPC6 cation channel. Q61143. HEK293-TRPC6 membrane potential dye fluorescence; active compounds read high. B-score at 10 µM. 310,000 compounds, 0.13% hits;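 active = B-score of the integrated fluorescence ratio above library mean plus 3 SD, and starting fluorescence ratio within library mean plus 5 SD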;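 note: higher score means more depolarization so channel activation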
MrgX1 agonist: activates human MrgX1 receptor signaling. MrgX1-HEK293 cells, Fluo-4 calcium fluorescence, agonist mode; active compounds read high. B-score at 10 µM. 310,000 compounds, 0.44% hits. AID 588627;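 active = calcium response B-score plate-corrected fluorescence ratio at least 3 library SD, with starting fluorescence B-score inside 5 SD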
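Material: HEK293 cells stably expressing human MrgX1 receptor | Quantity: 15,000 cells per well | Times: Cells plated overnight, dye loaded 0.5 h 37 °C, 0.5 h room temperature | Measured by: Kinetic Fluo-4 NW fluorescence of intracellular calcium | Control set: Positive and negative controls per plate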
HIF act: HIF pathway transcriptional activation; U2OS HRE-luciferase reporter, luminescence; normalized: DMSO 0%, desferrioxamine 100%; activation, % at 7.5 µM (by protocol); 300,000 compounds, 0.32% hits; AID 1910;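 active = mean activation of at least 10% of the iron chelator positive control signal, with at least half of replicates also reaching 10%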
MrgX1 PAM: human MrgX1 positive allosteric modulation, primary screen; Q96LB2; MrgX1-HEK293, Fluo-4 calcium flux, FDSS; active compounds read high; B-score at 10 µM; 310,000 compounds, 0.63% hits; AID 588675;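 active = plate-corrected calcium response at least 3 library SD above typical, normal starting fluorescence, not activating the receptor alone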;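 note: compound read alongside a low EC10 to EC30 dose of BAM8-22 agonist; peak minus trough fluorescence over baseline measured at the second addition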
Numbers without * were called inactive.

CCN(CC1CCCN(CCc2cccc(F)c2)C1)C(=O)c1cc(C)oc1C (configuration not stated) was read as MrgX1 antagonist inactive, TRPC4 inh inactive, Platelet DG rel -27, RGS4 pot inactive, RGS4 inh inactive, TRPC6 inh inactive, SKKanGAS inh -4, TRPC6 activator inactive, MrgX1 agonist inactive, HIF act -0.6 and MrgX1 PAM inactive.
For Cc1ccc(N2CCN(C(=O)NC3CCCCC3)CC2C)cc1 (configuration not stated) the results were MrgX1 antagonist inactive, TRPC4 inh inactive, Platelet DG rel -3, RGS4 pot inactive, RGS4 inh inactive, TRPC6 inh inactive, SKKanGAS inh -5, TRPC6 activator inactive, MrgX1 agonist inactive, HIF act 0.2 and MrgX1 PAM inactive.
For O=C(Nc1cccc([N+](=O)[O-])c1)NC1CCS(=O)(=O)C1 (configuration not stated) the results were MrgX1 antagonist inactive, TRPC4 inh inactive, Platelet DG rel 5, RGS4 pot inactive, RGS4 inh inactive, TRPC6 inh inactive, SKKanGAS inh 0, TRPC6 activator inactive, MrgX1 agonist inactive, HIF act 0.4 and MrgX1 PAM inactive.
For COc1ccc(C(=O)N2CCOC2CNC(=O)C(=O)NCc2ccc(Cl)cc2)cc1 (configuration not stated) the results were MrgX1 antagonist inactive, TRPC4 inh inactive, Platelet DG rel -2, RGS4 pot inactive, RGS4 inh inactive, TRPC6 inh inactive, SKKanGAS inh -2, TRPC6 activator inactive, MrgX1 agonist inactive, HIF act -0.7 and MrgX1 PAM inactive.
COc1ccc2[nH]c(C(=O)NCCCN3CCCC3=O)c(C)c2c1 was read as MrgX1 antagonist inactive, TRPC4 inh inactive, Platelet DG rel 4, RGS4 pot inactive, RGS4 inh inactive, TRPC6 inh inactive, SKKanGAS inh -1, TRPC6 activator inactive, MrgX1 agonist inactive, HIF act 0.1 and MrgX1 PAM inactive.
`O=C(Cc1csc(NC(=O)Nc2cccc(Cl)c2)n1)NCc1cccnc1` gave MrgX1 antagonist inactive, TRPC4 inh inactive, Platelet DG rel 19, RGS4 pot inactive, RGS4 inh inactive, TRPC6 inh inactive, SKKanGAS inh 89*, TRPC6 activator inactive, MrgX1 agonist inactive, HIF act 0.3 and MrgX1 PAM inactive.
O=S(=O)(c1ccc(NC(=S)NCCC(c2ccccc2)c2ccccc2)cc1)N1CCOCC1 was read as MrgX1 antagonist inactive, TRPC4 inh inactive, Platelet DG rel 1, RGS4 pot inactive, RGS4 inh inactive, TRPC6 inh inactive, SKKanGAS inh 17, TRPC6 activator inactive, MrgX1 agonist inactive, HIF act -0.5 and MrgX1 PAM inactive.
`Cc1nn(CC(=O)NCCc2ccccc2)c(=O)c2cccn12` gave MrgX1 antagonist inactive, TRPC4 inh inactive, Platelet DG rel 2, RGS4 pot inactive, RGS4 inh inactive, TRPC6 inh inactive, SKKanGAS inh -5, TRPC6 activator inactive, MrgX1 agonist inactive, HIF act 0.3 and MrgX1 PAM inactive.
For COC(=O)CCCCCCCCCCN1CCCCC1 the results were MrgX1 antagonist inactive, TRPC4 inh inactive, Platelet DG rel 1, RGS4 pot -9.2*, RGS4 inh inactive, TRPC6 inh inactive, SKKanGAS inh 3, TRPC6 activator inactive, MrgX1 agonist inactive, HIF act -0.7 and MrgX1 PAM inactive.
`CCOc1ccc(CC(=O)C2=C(N3CCOCC3)CC(C)(C)CC2=O)cc1OCC` gave MrgX1 antagonist inactive, TRPC4 inh inactive, Platelet DG rel 5, RGS4 pot inactive, RGS4 inh inactive, TRPC6 inh inactive, SKKanGAS inh -2, TRPC6 activator inactive, MrgX1 agonist inactive, HIF act -0.6 and MrgX1 PAM inactive.
Screening O=S(=O)(Cc1ccccc1)NCC1CCCN(Cc2cccc3nonc23)C1 (configuration not stated) returned MrgX1 antagonist inactive, TRPC4 inh inactive, Platelet DG rel 2, RGS4 pot inactive, RGS4 inh inactive, TRPC6 inh inactive, SKKanGAS inh 2, TRPC6 activator inactive, MrgX1 agonist inactive, HIF act 0.4 and MrgX1 PAM inactive.
`COCCN(C(=O)c1cc(OC)c(OC)c(OC)c1)c1c(N)n(Cc2ccccc2)c(=O)[nH]c1=O` gave MrgX1 antagonist inactive, TRPC4 inh inactive, Platelet DG rel -2, RGS4 pot inactive, RGS4 inh inactive, TRPC6 inh inactive, SKKanGAS inh -7, TRPC6 activator inactive, MrgX1 agonist inactive, HIF act 0.2 and MrgX1 PAM inactive.
`O=C1CC(NS(=O)(=O)c2cccnc2)CN1c1ccc(F)cc1` (configuration not stated) gave MrgX1 antagonist inactive, TRPC4 inh inactive, Platelet DG rel -5, RGS4 pot inactive, RGS4 inh inactive, TRPC6 inh inactive, SKKanGAS inh -6, TRPC6 activator inactive, MrgX1 agonist inactive, HIF act -0.1 and MrgX1 PAM inactive.
COc1cc(NC(=O)CN2c3cccc4cccc(c34)S2(=O)=O)cc(OC)c1OC was read as MrgX1 antagonist inactive, TRPC4 inh inactive, Platelet DG rel 5, RGS4 pot inactive, RGS4 inh inactive, TRPC6 inh inactive, SKKanGAS inh 1, TRPC6 activator inactive, MrgX1 agonist inactive, HIF act 0.4 and MrgX1 PAM inactive.
O=c1oc2ccc(Cl)cc2cc1-c1nnc(Nc2cccc(C(F)(F)F)c2)s1 was read as MrgX1 antagonist inactive, TRPC4 inh inactive, Platelet DG rel -22, RGS4 pot inactive, RGS4 inh inactive, TRPC6 inh inactive, SKKanGAS inh -3, TRPC6 activator inactive, MrgX1 agonist inactive, HIF act -0.1 and MrgX1 PAM inactive.
For N#CC(Sc1ccccn1)c1ccc(Cl)cc1 (configuration not stated) the results were MrgX1 antagonist inactive, TRPC4 inh inactive, Platelet DG rel 5, RGS4 pot inactive, RGS4 inh inactive, TRPC6 inh inactive, SKKanGAS inh -5, TRPC6 activator inactive, MrgX1 agonist inactive, HIF act 0.1 and MrgX1 PAM inactive.
`CNC[C@@H](C)NC[C@@H](Cc1ccccc1)NCCc1ccccc1` gave MrgX1 antagonist inactive, TRPC4 inh inactive, Platelet DG rel -2, RGS4 pot inactive, RGS4 inh inactive, TRPC6 inh inactive, SKKanGAS inh 8, TRPC6 activator inactive, MrgX1 agonist inactive, HIF act -0.6 and MrgX1 PAM inactive.
Screening O=C(N/N=C/c1ccc[nH]1)c1c[nH]c2ccccc12 returned TRPC4 inh inactive, Platelet DG rel -5, RGS4 pot inactive, RGS4 inh inactive, TRPC6 inh inactive, SKKanGAS inh 2, TRPC6 activator inactive and HIF act 4.4.
Cc1ccccc1NC(=O)Cn1c(=O)n(-c2ccc(CC(=O)NCC3CCCO3)cc2)c(=O)c2ccccc21 (configuration not stated) was read as MrgX1 antagonist inactive, TRPC4 inh inactive, Platelet DG rel -2, RGS4 pot inactive, RGS4 inh inactive, TRPC6 inh inactive, SKKanGAS inh 2, TRPC6 activator inactive, MrgX1 agonist inactive, HIF act -0.1 and MrgX1 PAM inactive.
`COc1ccc(C(=O)C2CCCN(Cc3ccc(C#CCCO)cc3)C2)cc1F` (configuration not stated) gave MrgX1 antagonist inactive, TRPC4 inh inactive, Platelet DG rel 1, RGS4 pot inactive, RGS4 inh inactive, TRPC6 inh inactive, SKKanGAS inh -4, TRPC6 activator inactive, MrgX1 agonist inactive, HIF act -0.2 and MrgX1 PAM inactive.
COCCN(Cc1cccs1)S(=O)(=O)c1csc(C(N)=O)c1 was read as MrgX1 antagonist inactive, TRPC4 inh inactive, Platelet DG rel 7, RGS4 pot inactive, RGS4 inh inactive, TRPC6 inh inactive, SKKanGAS inh -3, TRPC6 activator inactive, MrgX1 agonist inactive and MrgX1 PAM inactive.
Screening O=C(O)C1CC1C(=O)Nc1nc2c(Cl)cccc2s1 (configuration not stated) returned MrgX1 antagonist inactive, TRPC4 inh inactive, Platelet DG rel -23, RGS4 pot inactive, RGS4 inh inactive, TRPC6 inh inactive, SKKanGAS inh -4, TRPC6 activator inactive, MrgX1 agonist inactive, HIF act -17 and MrgX1 PAM inactive.
For C/C(=C(\C#N)C(=O)NCCCN1CCOCC1)N(C)C the results were MrgX1 antagonist inactive, TRPC4 inh inactive, Platelet DG rel -19, RGS4 pot inactive, RGS4 inh inactive, TRPC6 inh inactive, SKKanGAS inh 2, TRPC6 activator inactive, MrgX1 agonist inactive, HIF act -0.1 and MrgX1 PAM inactive.
Screening Cn1c(N)c(Br)c(-c2ccc(F)cc2)c(C#N)c1=O returned MrgX1 antagonist inactive, TRPC4 inh -5*, Platelet DG rel -1, RGS4 pot inactive, RGS4 inh inactive, TRPC6 inh inactive, SKKanGAS inh -2, TRPC6 activator inactive, MrgX1 agonist inactive, HIF act -0.5 and MrgX1 PAM inactive.
Screening CCOc1cc(NC(=S)NCCCN2CCOCC2)c(OCC)cc1NC(=O)c1ccc(OC)cc1 returned MrgX1 antagonist inactive, TRPC4 inh inactive, Platelet DG rel -2, RGS4 pot inactive, RGS4 inh inactive, TRPC6 inh inactive, SKKanGAS inh -3, TRPC6 activator inactive, MrgX1 agonist inactive, HIF act 0.2 and MrgX1 PAM inactive.
Screening CN(C)C(=O)c1cc(Br)ccc1Cl returned MrgX1 antagonist inactive, TRPC4 inh inactive, Platelet DG rel -1, RGS4 pot inactive, RGS4 inh inactive, TRPC6 inh inactive, SKKanGAS inh -5, TRPC6 activator inactive, MrgX1 agonist inactive, HIF act -0.2 and MrgX1 PAM inactive.
For Cc1ccc(C)c(Nc2nc3ccc(C)cc3n3cnnc23)c1 the results were MrgX1 antagonist inactive, TRPC4 inh inactive, Platelet DG rel 0, RGS4 pot inactive, RGS4 inh inactive, TRPC6 inh inactive, SKKanGAS inh -3, TRPC6 activator inactive, MrgX1 agonist inactive, HIF act -0.3 and MrgX1 PAM inactive.
C=C[C@]1(C)C=C2CCC3[C@](C)(CCC[C@@]3(C)C(=O)O)C2CC1 (some centres not stated) was read as MrgX1 antagonist inactive, TRPC4 inh inactive, Platelet DG rel 0, RGS4 pot inactive, RGS4 inh inactive, TRPC6 inh inactive, SKKanGAS inh 32, TRPC6 activator inactive, MrgX1 agonist inactive, HIF act -0.1 and MrgX1 PAM inactive.
Screening COc1ccc(C(C)C)cc1S(=O)(=O)N1CCC(C(=O)NCc2cccnc2)CC1 returned MrgX1 antagonist inactive, TRPC4 inh inactive, Platelet DG rel 16, RGS4 pot inactive, RGS4 inh inactive, TRPC6 inh inactive, SKKanGAS inh 0, TRPC6 activator inactive, MrgX1 agonist inactive, HIF act 0.4 and MrgX1 PAM inactive.
